# APOBEC3G inh: inhibitors of human APOBEC3G DNA deaminase. Q9HC16. recombinant A3G, ssDNA deamination FAM/TAMRA fluorescence. inhibition, % at 20 µM. actives 0.28% (n = 330,000);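 active means inhibition of at least 40% at 20 µM, with no more than 30% in the related APOBEC3A deaminase screen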;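 further: plate controls were DMSO wells with A3G for no effect and wells lacking A3G enzyme for full effect; some compounds called inactive have numbers as strong as hits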
# Target sequence (Q9HC16 whole entry, looked up): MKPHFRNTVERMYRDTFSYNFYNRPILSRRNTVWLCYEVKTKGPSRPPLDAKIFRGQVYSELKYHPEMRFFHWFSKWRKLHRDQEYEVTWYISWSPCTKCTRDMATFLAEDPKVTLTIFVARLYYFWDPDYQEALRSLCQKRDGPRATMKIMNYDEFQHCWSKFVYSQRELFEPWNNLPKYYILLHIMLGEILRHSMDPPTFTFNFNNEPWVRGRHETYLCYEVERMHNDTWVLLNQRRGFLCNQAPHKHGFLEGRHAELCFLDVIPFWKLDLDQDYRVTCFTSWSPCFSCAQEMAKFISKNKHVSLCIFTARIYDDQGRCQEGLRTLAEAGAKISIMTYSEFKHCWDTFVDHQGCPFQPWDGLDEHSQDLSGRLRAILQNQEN
# Apaf-1 inh: inhibitors of human Apaf-1 apoptosome; inhibition, % at 20 µM; AID 489030; O14727; reconstituted apoptosome caspase-3 activity, DEVD-Rh110 fluorescence; actives 0.71% (n = 330,000); active means inhibition of at least 40% at 20 µM;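 further: plate controls were DMSO wells for no effect and DEVD-CHO caspase inhibitor wells for full effect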
#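 Material: biochemical Apaf-1 apoptosome reconstitution. Medium: Hepes buffer, pH 7.5. Also added: cytochrome c activation, bis-DEVD rhodamine 110 substrate. Timing: 30 min compound preincubation, 50 min activation, room temperature. Measured by: rhodamine 110 fluorescence at Ex 480/Em 540 nm.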
# UBC13 polyUb: inhibitors of human UBC13 polyubiquitin chain formation. TR-FRET. inhibition, % at 20 µM. actives 0.47% (n = 330,000); in the data active means inhibition above about 45%, passing the limit was not always enough; inconclusive means no clear call, values can overlap the other calls
# SENP6 block: inhibitors of human SENP6 protease; actives 1.8% (n = 330,000); inhibition, % at 10 µM; Recombinant SENP6 catalytic domain, aminoluciferin luminescence; Q9GZR1;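 active means inhibition above about 50% at the single tested dose, limit read from the data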;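 further: plate controls were DMSO wells with enzyme for no effect and DMSO wells lacking enzyme for full effect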
# Target sequence (Q9GZR1 628-1112 limits assumed): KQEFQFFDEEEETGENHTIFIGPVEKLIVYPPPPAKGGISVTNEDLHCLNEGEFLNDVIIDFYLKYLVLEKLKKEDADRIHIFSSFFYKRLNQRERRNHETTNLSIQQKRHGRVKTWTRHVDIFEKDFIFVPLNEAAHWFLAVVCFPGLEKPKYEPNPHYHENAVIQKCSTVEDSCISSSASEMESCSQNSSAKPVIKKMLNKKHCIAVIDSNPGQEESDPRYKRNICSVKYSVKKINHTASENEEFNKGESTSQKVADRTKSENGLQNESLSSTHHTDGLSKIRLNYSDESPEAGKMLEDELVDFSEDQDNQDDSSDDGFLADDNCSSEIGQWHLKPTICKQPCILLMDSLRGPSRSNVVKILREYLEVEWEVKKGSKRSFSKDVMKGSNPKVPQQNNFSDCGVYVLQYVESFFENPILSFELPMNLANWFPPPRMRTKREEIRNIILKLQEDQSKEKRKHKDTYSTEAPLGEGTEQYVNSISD
# SENP1 inh: inhibitors of human SENP1 SUMO protease catalytic domain. actives 0.21% (n = 360,000). inhibition, % at 10 µM. Q9P0U3. recombinant SENP1 catalytic domain, CyPet-SUMO1-YPet FRET cleavage;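 active means inhibition at least 30% at 10 µM, raw YFP signal under a set limit, fluorescence ratio 0.5 to 1.5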;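 further: 0% = enzyme with DMSO and 100% = no enzyme wells; some results filed as inactive read as strong as hits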
# Target sequence (Q9P0U3 419-644 limits assumed): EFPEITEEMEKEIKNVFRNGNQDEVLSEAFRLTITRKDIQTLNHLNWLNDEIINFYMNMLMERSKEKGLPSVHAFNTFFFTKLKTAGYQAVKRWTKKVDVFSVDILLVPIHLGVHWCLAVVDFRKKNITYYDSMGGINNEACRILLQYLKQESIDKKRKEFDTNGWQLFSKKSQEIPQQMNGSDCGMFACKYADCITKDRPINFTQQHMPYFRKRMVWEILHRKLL
#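 material = recombinant human SENP1 catalytic domain, His6-tagged | quantity = 20 pM enzyme | reagent = 25 nM SUMO1 FRET substrate | compound dosing = 10 µM single point, 0.5% DMSO | timing = 50 min enzyme reaction, room temperature, light-protected | detection = FRET, CFP and YFP emission | control set = no-enzyme low, enzyme-DMSO high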
# SENP8 block-1: inhibitors of human SENP8 protease; Q96LD8; recombinant SENP8, Nedd8 substrate fluorescence; inhibition, % at 20 µM; actives 0.64% (n = 360,000); AID 602440; in the data active means inhibition mostly above about 40%, no sharp cut-off; inactive means mostly below about 27%
# SENP7 block: blocks the human protease SENP7. Q9BQF6. recombinant SENP7, Z-RLRGG-aminoluciferin luminescence, 40 min. inhibition, % at 5 µM. actives 1.5% (n = 330,000). AID 434973;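 active means inhibition above about 50% at the single test dose, limit read from the data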;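 further: plate controls were DMSO with enzyme for no effect and no enzyme buffer wells for full effect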
# SENP8 block-2: SENP8 protease inhibition. purified SENP8, Z-RLRGG-aminoluciferin cleavage, luminescence. inhibition, % at 10 µM. actives 1.2% (n = 330,000). AID 2540; in the data active means inhibition above about 50%
# Starred values were filed as active, the others as inactive; i = inactive; ? = inconclusive; . = not tested or not shown; & = joins results of further samples.
# Value order: APOBEC3G inh	Apaf-1 inh	UBC13 polyUb	SENP6 block	SENP1 inh	SENP8 block-1	SENP7 block	SENP8 block-2
COc1ccc(N(C(=O)Cc2cccs2)C(C(=O)NC2CCCC2)c2ccncc2)cc1OC (stereo unspecified)
  -7	7	-3	-19	1	6	-1	-3
O=C(NCCc1ccccc1)c1ccc2c(c1)N(Cc1ccccc1)CCS2
  -4	12	30	1	1	-448	3	-5
O=c1cc(-c2ccccc2)nc2c(-c3ccccc3)c(C(F)(F)F)[nH]n12
  -7	4	2	0	-75	-420	15	5
N#Cc1ccccc1COC(=O)c1ccc2c(c1)OCCO2
  -11	8	9	61*	3	5	28	31
Cc1cccc(NC(=O)c2ccc([N+](=O)[O-])o2)c1
  -5	1	-18	-13	0	27	2	-15
COC(=O)C1SCC2C(=O)N(Cc3ccc(F)cc3)CC(=O)N21 (stereo unspecified)
  -4	-12	5	0	1	14	1	5
CCN(CC)S(=O)(=O)c1ccc(C(=O)Nc2c3c(nn2C(C)(C)C)CS(=O)(=O)C3)cc1
  -1	-1	-7	-6	-5	7	-2	-10
Clc1ccc(Cn2nnc(-c3ccc(CN4CCOCC4)cc3)n2)cc1
  -2	17	12	-2	1	5	1	-5
O=C(c1ccc(N2C(=O)c3ccccc3C2=O)cc1)N1CCCCC1
  -9	1	3	-5	0	26	-6	-7
COc1ccc2oc(=O)c(C(=O)NCc3ccccn3)cc2c1
  -1	-1	-1	4	-64	i	2	0
O=C(NCCc1ccccc1)C(=O)Nc1ccc([N+](=O)[O-])cc1
  -3	-12	-4	-5	2	16	0	3
Cc1nc(NCc2ccccn2)c2ccccc2n1
  -1	-1	0	-4	-18	-5	-5	-8
NC(=O)CSc1nnc(Cn2cnc3ccccc32)o1
  -2	-1	6	-13	3	8	1	5
C/C(=N\Nc1ccccc1[N+](=O)[O-])c1ccc(N2CCOCC2)cc1
  1	2	2	-7	3	22	-7	0
CC1CN(C(=O)CCC(=O)NCc2ccccc2)c2cc(Cl)ccc2O1 (stereo unspecified)
  1	2	8	-14	1	13	-5	7
O/N=C/c1cc(Cl)ccc1OCc1cccc2ccccc12
  2	16	5	-3	.	.	0	4
FC(F)(F)c1cccc(NC(=S)N2CCN(c3ccccn3)CC2)c1
  -4	2	-11	-8	0	6	-12	-5
Cn1c(=O)c2c(ncn2CCCC(=N)N2CCOCC2)n(C)c1=O
  -3	-7	-2	8	0	9	8	-1
CCn1ncc(C2=NOC(C(=O)NCCc3ccccc3)C2)c1C (stereo unspecified)
  -3	-3	-1	23	2	14	7	-7
COc1ccc(Cl)cc1S(=O)(=O)Nc1ccc(Cl)cn1
  -14	-3	0	-26	2	-13	1	3
COc1ccc(N2CCN(C(=O)c3cccc(S(=O)(=O)N4CCOCC4)c3)CC2)cc1
  -3	0	-1	0	3	17	0	-6
O=C(O)CCSc1nnc(SCC(=O)NCC(F)(F)F)s1
  -5	-4	21	0	2	28	1	-6
CCOc1ccc(S(=O)(=O)NCCC(=O)OCC(=O)N2CC(=O)Nc3ccccc32)cc1
  1	1	-6	21	2	4	-4	1
Cc1cc(C)n(-c2ccc(C(=O)N3CC(C)OC(C)C3)cc2)n1 (stereo unspecified)
  -7	-11	5	-6	1	-2	11	3
Brc1cnc(N2CCCC2)nc1N1CCCCC1
  -5	2	12	5	1	15	-9	6
O=C(CN1CCN(Cc2ccccc2)CC1)NCCc1ccccc1
  -8	-5	-7	-2	-3	5	-6	-9
O=C(c1cc2ccccc2oc1=O)N(Cc1cccs1)C1CCS(=O)(=O)C1 (stereo unspecified)
  -5	1	-2	7	1	-5	-7	4
COc1ccccc1CNC(=O)C1CCN(C(=O)NC2CCCCC2)CC1
  1	-10	-6	-22	0	1	-4	4
O=C(NCC1CCCO1)C1CCN(CC2CCCCC2)CC1 (stereo unspecified)
  -5	-11	6	-16	2	11	5	6
CCCCNC(=O)CCc1c(C)nc2c(c(C)nn2-c2ccccc2)c1C
  -9	3	17	9	2	-201	-3	0

# The results go on.
# Value order: APOBEC3G inh	Apaf-1 inh	UBC13 polyUb	SENP6 block	SENP1 inh	SENP8 block-1	SENP7 block	SENP8 block-2
CCOc1cc2[nH]c(=O)n(CCCCC(=O)N3CCCCCC3)c(=O)c2cc1OCC
  -1	6	-11	-14	3	-85	-7	-5
CC(C)(C)c1ccc(NNC(=O)C2CCC2)cc1
  0	5	2	-30	1	25	8	-3
COc1cc(C(=O)N2CCN(C(=O)C3CC3)CC2)cc(OC)c1OC
  -7	-9	4	-2	-2	21	7	4
CC(C)(C)C(=O)NC1CC2CCCC(C1)N2C(=O)Nc1ccccc1F (stereo unspecified)
  -1	4	1	-2	3	14	1	2
Cc1ccsc1/C=N/NC(=O)CNC(=O)c1c(F)cccc1Cl
  -4	1	0	9	-1	5	0	-3
O=C(Nc1ccc(Cl)c(Cl)c1)N1CCC(N2CCCCC2)CC1
  -2	0	8	5	0	25	3	-8
CCN(C(=O)COC(=O)/C=C/c1ccc(F)cc1)C1CCCCC1
  -6	4	5	14	3	12	4	5
O=C(CN1CCCC1)Nc1ccc(OCc2ccccc2)cc1
  2	1	0	-11	4	5	-5	-2
O=C(Cc1cccs1)NCc1cn2ccccc2n1
  -4	-3	1	-14	2	-15	-1	2
Cc1ccc([C@@H]2[C@@H]3C(=O)N(C)C(=O)[C@@H]3[C@]3(Cc4ccccc4)C(=O)N(CCO)CC(=O)N23)o1
  -11	1	4	-17	-6	15	-2	0
Cc1ccc(-c2csc(NC(=O)Cn3cnc4c3c(=O)n(C)c(=O)n4C)n2)cc1C
  0	1	-4	0	-4	-24	-6	-4
CCn1c2ccccc2n2c(=O)c(=O)n(CC(=O)N3CCN(c4ccccc4OC)CC3)nc12
  -6	-12	1	-3	.	.	-3	-6
Cc1ccc(NS(=O)(=O)c2ccc3c(c2)NC(=O)CC(=O)N3)cc1C
  -3	1	-3	-24	2	17	7	0
CCOC(=O)c1ccccc1NC(=O)c1cccnc1
  -7	-18	5	14	-3	6	-1	-1
O=S(=O)(c1ccc(Cl)cc1)n1nnc2ccccc21
  -4	-1	1	12	2	0	-4	-2
CCOC(=O)C1=C(C)NC(SCC(=O)OC)=C(C#N)C1c1ccc(C(=O)OC)cc1 (stereo unspecified)
  -3	-5	12	1	0&0	-16&-29	-6	-3
c1ccc(-c2nc(N3CCCCCC3)nc(-n3ccnc3)n2)cc1
  -8	36	7	-16	2	-8	-6	-7
CC(C)(C)c1ccc(Cn2cnc(-c3ccc([N+](=O)[O-])cc3)c2)cc1
  3	34	-4	3	1	10	-8	-11
Cc1cc(C(=O)OCC(=O)N2CCN(C(=O)c3ccco3)CC2)c(C)n1-c1ccc(F)cc1
  -3	11	-4	-17	-5	13	-12	-8
Cc1ccc(C)c(S(=O)(=O)N2CCCOC2CNC(=O)C(=O)NCCC2=CCCCC2)c1 (stereo unspecified)
  -6	30	-2	-2	1	7	-7	-7
O=C(NC(=S)NCCc1ccc(Cl)cc1)c1ccco1
  -3	7	-4	-9	1	9	-3	-15
Cc1cccc(C)c1NC(=O)CN(C)C(=O)c1ccc(-n2cncn2)c([N+](=O)[O-])c1
  -11	2	-10	-6	3	16	-7	-3
CC(C)N(CCNC(=O)c1ccc(NC2=NC3CS(=O)(=O)CC3S2)cc1)Cc1ccco1 (stereo unspecified)
  -4	0	-1	3	-1	10	8	-3
CC(OC(=O)c1cccc(NS(C)(=O)=O)c1)C(=O)Nc1ccc2c(c1)OCO2 (stereo unspecified)
  -3	-4	-2	3	1	9	0	-1
CC(C)(CNC(=O)CC1C(=O)NCCN1Cc1cccc(F)c1)N1CCOCC1 (stereo unspecified)
  -2	-6	-6	21	-2	-9	1	0
CC(C)Oc1cccc(C(=O)C2CCCN(C(=O)c3ccccn3)C2)c1 (stereo unspecified)
  -4	0	0	-9	1	0	2	4
O=C(NCc1ccc2c(c1)OCO2)c1cc2n(n1)C(C(F)(F)F)CC(c1ccc3c(c1)OCO3)N2 (stereo unspecified)
  0	13	-14	-10	7	10	-2	-2
O=C(OCC(=O)c1c[nH]c2ccccc12)c1cccc(S(=O)(=O)N2CCCCCC2)c1
  -5	-3	1	6	-3	10	0	1
Cc1ccc(-c2nn(C)c(=O)c3ccccc23)cc1CNC(=O)CN1CCOCC1
  -8	6	12	-22	-4	17	3	2
COc1cc(OC)cc(-c2c(-c3cccs3)c3cc(-c4ccc(OC)c(F)c4)ccc3n2C)c1
  -9	4	?	2	-1	-482	1	0

# Entries listed so far that contain an aryl thioether with sulfur outside any ring:
# Value order: APOBEC3G inh	Apaf-1 inh	UBC13 polyUb	SENP6 block	SENP1 inh	SENP8 block-1	SENP7 block	SENP8 block-2
NC(=O)CSc1nnc(Cn2cnc3ccccc32)o1
  -2	-1	6	-13	3	8	1	5
O=C(O)CCSc1nnc(SCC(=O)NCC(F)(F)F)s1
  -5	-4	21	0	2	28	1	-6

# 3 compounds out of the list above, sorted by the number in UBC13 polyUb, lowest first:
Molecule | APOBEC3G inh | UBC13 polyUb | SENP6 block | SENP1 inh | SENP7 block | SENP8 block-2
Cc1ccc(NS(=O)(=O)c2ccc3c(c2)NC(=O)CC(=O)N3)cc1C | -3 | -3 | -24 | 2 | 7 | 0
O=C(Cc1cccs1)NCc1cn2ccccc2n1 | -4 | 1 | -14 | 2 | -1 | 2
COc1cc(C(=O)N2CCN(C(=O)C3CC3)CC2)cc(OC)c1OC | -7 | 4 | -2 | -2 | 7 | 4

# Additional results:
# Value order: APOBEC3G inh	Apaf-1 inh	UBC13 polyUb	SENP6 block	SENP1 inh	SENP8 block-1	SENP7 block	SENP8 block-2
Cc1n[nH]c(=S)n1/N=C/c1ccc(Br)o1
  40*	5	-1	-1	2	21	4	3
O=C(Cc1cccs1)Nc1ccccc1NC(=O)Cc1cccs1
  -6	-6	-2	10	0	17	6	4
CCCCCC(=O)N(Cc1ccccc1)c1c(N)n(CCOC)c(=O)[nH]c1=O
  0	-10	-3	-13	-2	7	-1	-1
COCc1ccc(CN2CCCC(CCC(=O)NCc3ccc(C)o3)C2)o1 (stereo unspecified)
  -8	-2	3	15	-1	0	-1	1
O=C(N/N=C/c1ccc([N+](=O)[O-])cc1)c1ccc2nc[nH]c2c1
  -2	-9	0	8	1	28	5	2
CC(C)c1nc(SCc2c(F)cccc2Cl)c2c(=O)n(C)c(=O)n(C)c2n1
  -5	16	0	5	2	19	-6	2
Cn1c2cc(Br)sc2c2cnn(Cc3ccc(F)cc3F)c(=O)c21
  -4	9	-13	-2	1	-6	-8	-11
Cc1nn(C)cc1S(=O)(=O)NCc1ccccc1Cl
  -4	-9	3	-5	1	5	-4	-11
CC1CCN(C(=O)c2cccc(S(=O)(=O)N3CCCc4ccccc43)c2)CC1
  -5	30	15	-9	-1	3	-7	5
O=C(c1ccc(CS(=O)c2ccccc2Cl)o1)N1CCCCCC1 (stereo unspecified)
  -4	-2	3	-4	0	4	-2	-6
COc1cc(NC(=O)c2cccs2)ccc1NC(=O)Cc1ccccc1
  -7	15	-3	-4	1	5	-3	8
O=C(NCCCc1ccccc1)C1CCC(=O)N(Cc2ccc(Cl)cc2)C1 (stereo unspecified)
  -2	17	3	-3	2	11	6	6
O=C(Cn1c(N2CCN(C/C=C/c3ccccc3)CC2)nc2ccccc21)c1ccccc1
  -7	24	24	-12	.	.	2	-1
Cc1ccc2[nH]c(C(=O)N3CCC(C(N)=O)CC3)cc2c1
  -1	9	-14	-6	0	9	12	-10
CC(C)N(C(=O)Cn1cc(S(=O)(=O)CC(=O)NCc2ccc(F)cc2)c2ccccc21)C(C)C
  -5	14	6	-14	0	8	-5	3
CNC(=S)N(C)c1ccccc1
  -7	-3	-20	-15	-1	9	-1	-1
COc1ccc(NC(=O)C2C3C=CC4(CN(Cc5cccnc5)C(=O)C24)O3)c(OC)c1 (stereo unspecified)
  1	-6	5	8	1	15	-2	4

# Assay outcomes from PubChem BioAssay.
